# Bioassay records from PubChem BioAssay.
# NFkB transloc inh: inhibitors of IL-1B driven NFkB p65 nuclear import, primary screen, imaging, HUVEC, IL-1B stimulus, high-content imaging; HUVEC IL-1B NFkB p65 nuclear translocation imaging; inhibition, % at 2 µM; hit rate 0.43% among 94,000;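 active means inhibition above about 30% together with a positive call from visual inspection of the well image, limit read from the data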;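 further: nuclear over cytoplasmic p65 intensity ratio measured by imaging; 0% = IL-1B stimulated DMSO wells and 100% = unstimulated DMSO wells; values of inactives mirror those of a sister screen read the other way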
# Bcl-B displacement: displacers of TR3 peptide from Bcl-B, primary screen, selectivity assay for Bfl-1 inhibitor project, biochemical, fluorescence polarization. displacement, % at 20 µM, or IC50 in µM where a hit was titrated. AID 748, 2007. hit rate 0.11% among 96,000. FP displacement of FITC-TR3 peptide from Bcl-B; higher % means a stronger effect;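 active means displacement above 50% at 20 µM plus a fluorescence interference ratio under 1.5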;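 further: plate controls were wells without compound for no effect and wells lacking Bcl-B protein for full effect; a part of the inactive calls stands beside numbers as strong as those of hits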
# IL1B NFkB pot: enhancers of NFkB p65 translocation in HUVEC – imaging, IL-1B stimulus, high-content imaging, primary screen; AID 819, 2007; hit rate 0.3% among 94,000; HUVEC IL-1B NFkB p65 nuclear translocation imaging; activation, % at 2 µM;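 active means activation above 40%, about the mean plus 3 SD, also judged a hit on visual image review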;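 further: percent activation is computed from the nuclear over cytoplasmic p65 intensity ratio; values of inactives mirror those of a sister screen read the other way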
# MRP reversal: reversal of MRP1-mediated doxorubicin resistance, primary screen, H69AR cells, doxorubicin co-treatment; H69AR cells + 2 uM doxorubicin, CellTiter-Glo, 72 h; hit rate 0.04% among 85,000; AID 602, 2007; differential viability (reversal), % at 10 µM;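 active means viability drop by adding the cancer drug above about 55%, with treated viability meeting a 40% cutoff, limit read from the data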;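 further: viability without doxorubicin minus viability with 2 µM doxorubicin for each compound; larger differential means the compound sensitizes cells more to doxorubicin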
# PLAP inhibitors HTS: PLAP enzyme inhibitors, biochemical, luminescence, HTS (AID 690); Alkaline phosphatase, placental type (Homo sapiens); purified PLAP, luminescent substrate; higher % means a stronger effect; inhibition, % at 20 µM; hits with a dose series show IC50 in µM; hit rate 0.08% among 96,000; in the data active means a potency from the dose series; inactive means the rest, 99 in 100 with inhibition below about 30%; further: strong numbers were not always called active
# MRP reversal cytotoxicity: further read-out of MRP reversal, marked with its call; viability, %; H69AR cells, CellTiter-Glo, 72 h; measured here: cytotoxicity without doxorubicin
# MRP reversal with doxorubicin: second read-out of MRP reversal, no call of its own (marks repeat the call); viability, %; measured here: viability with 2 uM doxorubicin; hits give low values
# NFkB transloc inh cell count 2 µM: second read-out of NFkB transloc inh, no call of its own (marks repeat the call); cell count; measured here: cells passing quality filter;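 raw number of nuclei counted in each imaged well without normalization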
# IL1B NFkB pot cell count 2 µM: recorded beside IL1B NFkB pot, whose call it bears; cell count; measured here: cells passing quality filter
# Starred values were filed as active, the others as inactive; / = not tested or not shown. These rows are one share of the data; count on the stated rates, not on these rows.
mol	NFkB transloc inh	NFkB transloc inh cell count 2 µM	Bcl-B displacement	IL1B NFkB pot	IL1B NFkB pot cell count 2 µM	MRP reversal	MRP reversal cytotoxicity	MRP reversal with doxorubicin	PLAP inhibitors HTS
CCCC1NC(=O)NC(C)=C1C(=O)OCC (stereo unspecified)	16.9	86	5.9%	-16.9	86	2.9	99.8	96.9	9.1%
CCC(C)(C)n1nnnc1C(c1cc2ccc(C)cc2[nH]c1=O)N(Cc1cccnc1)Cc1ccco1 (stereo unspecified)	-5.2	144	-9.3%	5.2	144	1.9	89.7	87.8	-46.0%
Cc1ccccc1-n1c(SCC(=O)c2cc(C)n(C)c2C)nnc1-c1ccncc1	-23.4	158	-5.9%	23.4	158	1.5	92.7	91.2	-49.2%
O=C(O)c1cccc(OCc2ccccc2Cl)c1	6.2	112	-22.4%	-6.2	112	/	/	/	9.7%
O=C(Nc1ncc(Cc2ccccc2)s1)C1CCCO1 (stereo unspecified)	-0.1	73	-2.5%	0.1	73	3.1	91.4	88.2	16.0%
c1ccc(COc2ccc(OCCCn3cncn3)cc2)cc1	-13.8	180	-14.6%	13.8	180	-0.8	97.2	98.0	-41.8%
COc1cc(/C=C(\C#N)C(=O)Nc2ccc(SC(F)F)cc2)cc(OC)c1OC	-2.3	145	-5.5%	2.3	145	/	/	/	-62.0%
COCCNC(=S)c1ccc(OC)cc1	-15.7	114	0.0%	15.7	114	-7.0	99.4	106.4	11.3%
COC(=O)c1cccc(OCC(O)Cn2ccnc2)c1 (stereo unspecified)	/	/	-5.4%	/	/	5.7	93.8	88.2	17.4%
Cc1cccc2sc(NC(=O)CSc3nc4ccccc4o3)nc12	18.1	47	-27.2%	-18.1	47	-5.5	48.2	53.7	-16.2%
CC(=O)c1cccc(S(=O)(=O)NCC(c2ccco2)N2CCCCC2)c1 (stereo unspecified)	8.8	141	-13.1%	-8.8	141	12.6	101.3	88.7	-44.3%
COc1ccccc1NC1=NC(C)(C)N=C(N)N1	-14.2	140	8.3%	14.2	140	-22.2	89.1	111.3	-13.3%
CCOc1ccc(-c2nnc(-c3ccc(OC)cc3)o2)cc1	-20.1	120	/	20.1	120	10.1	100.7	90.7	/
Cc1cc(C)cc(OCC(=O)N2N=C(C(F)(F)F)CC2(O)C(C)(C)C)c1 (stereo unspecified)	7.3	105	/	-7.3	105	-7.0	33.5	40.5	/
CCCN(CCC)c1nc(NC2CCN(C(=O)OCC)CC2)nc(OC)n1	-15.7	108	-10.2%	15.7	108	0.7	55.8	55.1	-34.1%
CC(Sc1nnc(-c2cc3ccccc3o2)n1-c1ccccc1)C(=O)O (stereo unspecified)	-7.0	150	-3.5%	7.0	150	-3.9	93.4	97.3	-37.5%
CCCCn1c(SCC(=O)Nc2nc(C)cs2)nnc1-c1cccnc1	-5.0	202	-4.6%	5.0	202	-22.6	66.4	89.0	-6.3%
O=C(Nc1nnc(-c2ccccc2)o1)c1ccc(Cl)cc1	-13.5	129	-3.0%	13.5	129	-12.4	47.0	59.4	0.4%
O=C(Nc1nccs1)c1cc2c(s1)CCCCC2	-1.0	190	-0.9%	1.0	190	-2.0	45.4	47.4	-24.8%
O=C1CC(NCc2ccco2)C(=O)N1CCc1ccccc1 (stereo unspecified)	/	/	-3.6%	/	/	/	/	/	-22.6%
COCCNC(=O)c1cc(-c2ccc3c(c2)OCO3)on1	2.3	155	-9.5%	-2.3	155	1.9	87.3	85.5	17.1%
Cc1ccc(C(=O)NC2CCSC2=O)cc1 (stereo unspecified)	-1.6	157	-6.6%	-0.5	80	0.1	104.1	104.0	22.6%
CCOC(=O)c1cnn(-c2nc(-c3ccc(C)cc3)cs2)c1C(F)(F)F	9.4	107	1.2%	-9.4	107	/	/	/	8.8%
CCN1CCN(CC(O)COc2ccc(C)c(C)c2)CC1 (stereo unspecified)	/	/	-8.8%	/	/	1.3	100.3	99.0	16.9%
CCOC(=O)C1CCN(C(C(=O)NC2CCCC2)c2ccc(C)cc2)CC1 (stereo unspecified)	15.4	59	12.1%	-15.4	59	-1.8	92.6	94.4	-53.7%
COC(=O)c1ccccc1NC(=O)c1ccc(-c2cccc(Cl)c2)o1	-11.3	138	-10.5%	11.3	138	-4.4	12.3	16.7	11.2%
Cc1ccc(-c2c3c(=O)n(C)c(=O)n(C)c3cn2-n2cnnc2)cc1	-8.2	219	6.4%	8.2	219	9.6	80.2	70.6	-8.2%
CCOC(=O)N1CCN(C(=O)c2ccc(N3C(=O)CCC3=O)cc2)CC1	-22.4	147	4.6%	22.4	147	11.4	89.4	78.0	-0.1%
Cc1nnc(N(Cc2ccco2)C(=O)c2ccc(C#N)cc2)s1	-0.6	121	/	0.6	121	6.7	96.3	89.6	/
Cc1ccc(C(=O)Nc2nc(COc3ccccc3)cs2)s1	-8.6	199	-0.1%	8.6	199	0.3	88.5	88.2	-5.0%

# Arranged by length of the SMILES (lowest first): some entries from above.
mol	NFkB transloc inh	NFkB transloc inh cell count 2 µM	Bcl-B displacement	IL1B NFkB pot	IL1B NFkB pot cell count 2 µM	MRP reversal	MRP reversal cytotoxicity	MRP reversal with doxorubicin	PLAP inhibitors HTS
Cc1ccc(C(=O)NC2CCSC2=O)cc1 (stereo unspecified)	-1.6	157	-6.6%	-0.5	80	0.1	104.1	104.0	22.6%
CCCC1NC(=O)NC(C)=C1C(=O)OCC (stereo unspecified)	16.9	86	5.9%	-16.9	86	2.9	99.8	96.9	9.1%
COc1ccccc1NC1=NC(C)(C)N=C(N)N1	-14.2	140	8.3%	14.2	140	-22.2	89.1	111.3	-13.3%
COC(=O)c1cccc(OCC(O)Cn2ccnc2)c1 (stereo unspecified)	/	/	-5.4%	/	/	5.7	93.8	88.2	17.4%
CCN1CCN(CC(O)COc2ccc(C)c(C)c2)CC1 (stereo unspecified)	/	/	-8.8%	/	/	1.3	100.3	99.0	16.9%
COCCNC(=O)c1cc(-c2ccc3c(c2)OCO3)on1	2.3	155	-9.5%	-2.3	155	1.9	87.3	85.5	17.1%
CCOc1ccc(-c2nnc(-c3ccc(OC)cc3)o2)cc1	-20.1	120	/	20.1	120	10.1	100.7	90.7	/
Cc1cccc2sc(NC(=O)CSc3nc4ccccc4o3)nc12	18.1	47	-27.2%	-18.1	47	-5.5	48.2	53.7	-16.2%
CCCCn1c(SCC(=O)Nc2nc(C)cs2)nnc1-c1cccnc1	-5.0	202	-4.6%	5.0	202	-22.6	66.4	89.0	-6.3%
COC(=O)c1ccccc1NC(=O)c1ccc(-c2cccc(Cl)c2)o1	-11.3	138	-10.5%	11.3	138	-4.4	12.3	16.7	11.2%
Cc1ccccc1-n1c(SCC(=O)c2cc(C)n(C)c2C)nnc1-c1ccncc1	-23.4	158	-5.9%	23.4	158	1.5	92.7	91.2	-49.2%

# More records.
mol	NFkB transloc inh	NFkB transloc inh cell count 2 µM	Bcl-B displacement	IL1B NFkB pot	IL1B NFkB pot cell count 2 µM	MRP reversal	MRP reversal cytotoxicity	MRP reversal with doxorubicin	PLAP inhibitors HTS
CCN(CC)c1ccc(NC(=O)COC(=O)c2ccc3ccccc3n2)cc1	-9.4	126	9.0%	9.4	126	-2.9	93.4	96.2	-40.1%
Cc1ccc(C)c(NC(=S)NC2CC3CCC(C2)N3Cc2ccco2)c1 (stereo unspecified)	8.5	139	2.9%	-8.5	139	/	/	/	-39.5%
CS(=O)(=O)N1CCC(C(=O)Nc2ccccc2F)CC1	10.9	114	0.2%	-10.9	114	9.3	94.2	84.8	29.0%
Cc1cccc(CN(C)CCc2ccccn2)c1	-31.6	198	0.9%	31.6	198	8.0	94.3	86.3	-9.8%
O=C1c2ccccc2C2(c3ccccc3)NCCN12 (stereo unspecified)	/	/	-6.6%	/	/	1.4	103.8	102.4	12.1%
c1cncc(Nc2nc(-c3ccncc3)cs2)c1	/	/	-5.0%	/	/	-4.1	61.1	65.2	18.1%
CCN1CCN(Cc2ccc(OCc3ccccc3)cc2)CC1	-3.4	135	-15.1%	3.4	135	2.8	87.5	84.8	-73.9%
Cc1nn(Cc2ccc(Cl)cc2)c(C)c1NC(=O)c1cc(-c2ccc3c(c2)OCO3)on1	19.9	113	-8.9%	-19.9	113	8.4	81.4	72.9	19.4%
S=C(NCc1cccs1)Nc1cccc(Cl)c1	-4.7	100	-4.2%	4.7	100	/	/	/	13.1%
CCOCC(=O)Nc1nnc(COC)s1	-0.7	159	-1.4%	0.7	159	4.0	93.8	89.8	-12.4%
O=C(O)C1CC(=O)N(Cc2cccs2)C1 (stereo unspecified)	-33.3	159	-7.7%	33.3	159	-8.0	92.0	100.0	-8.7%
O=C(c1ccc2nc(N3CCOCC3)sc2c1)N1CCN(C(=O)c2ccco2)CC1	-1.5	188	-5.4%	1.4	188	-1.2	89.7	90.9	10.3%
Cc1ccsc1C(=O)OCC(=O)c1cc2ccccc2o1	-3.5	147	-29.6%	3.5	147	33.8	91.2	57.4	3.5%
NC(=O)c1oc2ccccc2c1NC(=O)c1nc2ccccc2s1	6.6	144	4.1%	-6.6	144	6.2	90.9	84.7	8.0%
Cc1ccc(OCCn2c(CCCO)nc3ccccc32)cc1	4.1	61	-4.3%	-4.0	61	9.1	84.5	75.4	-34.5%
O=C(CSc1n[nH]c(-c2ccncc2)n1)c1ccccc1	-0.5	78	0.6%	0.5	78	4.2	87.0	82.8	7.6%
c1ccc(Cc2nc3ccccc3n2Cc2ccccc2)cc1	-7.4	186	0.2%	7.4	186	/	/	/	5.3%
COc1ccc(NC(=O)CN(C)S(=O)(=O)c2cccc3cccnc23)cc1	-17.8	201	0.2%	17.8	201	6.7	86.3	79.6	-11.3%
CCn1c(CN2CCN(C(=O)c3ccco3)CC2)nc2c1c(=O)n(C)c(=O)n2C	-6.9	98	-2.9%	6.9	98	2.6	88.6	86.0	-58.9%
COc1ccc(N2C(=O)CSC23C(=O)N2c4c(cccc43)C(C)=CC2(C)C)cc1 (stereo unspecified)	19.0	154	-20.1%	-19.0	154	0.1	82.7	82.6	-65.5%
Fc1cccc(Cl)c1Cn1nnc(-c2ccc3c(c2)OCO3)n1	-19.0	146	-4.5%	19.0	146	10.0	84.9	75.0	8.2%
CCN1CCCC1CNC(=O)c1cc2c(-c3ccc(Cl)cc3)nn(C)c2s1 (stereo unspecified)	-34.2	173	-5.8%	34.2	173	-0.8	2.1	3.0	-71.2%
COc1ccc(OC)c(/C(O)=C/C(=O)C(=O)Nc2cc(C)ccc2OC)c1	-6.3	184	-8.2%	6.3	184	-9.7	63.4	73.1	11.3%
O=C1C(Cl)=C(NCC2CCCO2)C(=O)N1CCc1ccccc1 (stereo unspecified)	-2.1	130	0.4%	2.1	130	4.1	88.1	83.9	-7.4%
CCOC(=O)C1C(=O)C=C(c2ccc(Br)cc2)CC1c1ccco1 (stereo unspecified)	-3.6	171	-7.5%	3.6	171	-56.9	27.6	84.5	18.7%
O=C(COc1ccccc1)NCc1nnc(SCC(=O)Nc2nccs2)n1-c1ccccc1	-5.2	156	5.3%	5.2	156	10.9	86.1	75.2	-1.0%
